Compound activity deposited in PubChem by several laboratories.
UTI89 phage lysis: inhibition of K1F phage lysis, E. coli UTI89, bacterial capsule biogenesis inhibitors, alamar blue (AID 488966); 340,000 tested, 0.02% active; one-dose inhibition, % at 100 µM; IC50 in µM for titrated hits; E. coli UTI89 K1F phage lysis, alamar blue, 2 h; higher % means a stronger effect;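 active = phage lysis inhibition, versus mean bacterial control, above a set limit; inconclusive = no clear call, values can overlap the other calls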;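 note: capsule biogenesis inhibitors block K1F phage lysis so surviving cells raise fluorescence; higher fluorescence means more inhibition of phage lysis; actives were called in the ten point dose series up to 300 µM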
Lipid droplet: modulators of hepatic lipid droplet formation | AML12 mouse hepatocytes, oleate lipid droplets, BODIPY imaging | inhibition, % at 6.5 µM | 240,000 tested, 0.4% active;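 active = lipid droplet intensity inhibited by at least 50%, with more than 500 cells counted; inconclusive = wells with under 300 cells, treated as cytotoxic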
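Assay system: AML12 hepatocytes (mouse); Probe or stimulus: oleic acid at 100 µM to induce lipid droplet formation; Dosing: compound at 6.5 µM only; Schedule: compound with oleate, overnight; Detection: fluorescence imaging, 20x objective, two fields per well; Measure: % inhibition of lipid droplet signal.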
Siah-1 displacement: blockers of Siah-1 interaction with plectin peptide – biochemical, fluorescence polarization, rhodamine-plectin, uHTS, primary screen (AID 1817); Siah-1 / rhodamine-plectin peptide fluorescence polarization; higher % means a stronger effect; one-dose displacement, % at 20 µM; IC50 in µM for titrated hits; 290,000 tested, 0.02% active;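 active = displacement of at least 50% at 20 µM, with a fluorescence ratio check between 0.3 and a set limit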;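 note: plate controls were Siah plus tracer with DMSO for no effect and tracer alone without Siah for full effect; strong numbers were not always called active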
Lipid droplet cells 6.5 µM: recorded beside Lipid droplet, whose call it bears; cell count; measured here: cell count, cytotoxicity flag;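 cells counted across two imaged fields per well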
Starred values were filed as active, the others as inactive; ? = inconclusive; [ ] = dose if it differs, or a comment. These rows are one share of the data; rates above refer to the full screens.

SMILES | UTI89 phage lysis | Lipid droplet | Lipid droplet cells 6.5 µM | Siah-1 displacement
COc1ccc(CCNC(=O)C2CCC(=O)N(C3CCCCCC3)C2)cc1 (stereo not given) | 3.8% | -2 | 681 | -2%
CC1CCN(CCc2nc3cc(NC(=O)COc4ccc([N+](=O)[O-])cc4)ccc3n2C)CC1 | 0.3% | 0 | 686 | -3%
O=C(O)c1ccc(NS(=O)(=O)c2ccc(NC(=O)c3ccccc3Cl)cc2)cc1 | -0.3% | 0 | 734 | 0%
CCC(C)(C)NC(=O)CN(C(=O)C(=O)Nc1ccc2c(c1)OCCO2)C1CC1 | -0.1% | 4 | 816 | -5%
COc1ccc(OC)c(C(=O)NC(CC(N)=O)c2ccc(N3CCC(Cc4ccccc4)CC3)c([N+](=O)[O-])c2)c1 (stereo not given) | 2.2% | 1 | 754 | 0%
CC(=O)c1ccc(S(=O)(=O)Nc2cccc(-n3cnnn3)c2)cc1 | -0.1% | 0 | 841 | 22%
CCN(Cc1ccc(OC)c(COC)c1)CC1CCCN(CCc2cccc(F)c2)C1 (stereo not given) | -0.9% | -5 | 748 | -3%
CCN(CC)Cc1c(O)ccc2c(=O)c(-c3ccccc3OC)coc12 | ? | -5 | 724 | -1%
COc1ccc(-c2cc(C)no2)cc1S(=O)(=O)NCc1ccc(OC(C)C)cc1 | -1.3% | 11 | 649 | -4%
NNC(=O)c1cc(C23CC4CC(CC(C4)C2)C3)nc2ccccc12 | 0.4% | -2 | 801 | 4%
Cc1ccccc1C(=O)NC1CCCCCCC1 | 0.1% | -6 | 853 | 0%
CN(C)c1cc2c(cc1NS(=O)(=O)c1ccccc1)n(C)c(=O)n2C | 1.1% | -11 | 792 | 1%
Cc1ccc(NC(=O)CCCNC(=O)c2ccc(Cl)cc2)nc1 | -0.1% | 18 | 703 | 1%
COc1cccc(NC(=O)CSc2nnc(NC(=O)C3CC3)s2)c1 | 0.2% | 3 | 767 | -3%
COc1ccccc1NC(=O)C(C)n1cnc2c(oc3nc4c(cc32)CCCC4)c1=O (stereo not given) | -0.2% | -8 | 770 | 2%
Cn1cccc1-c1cc(C(=O)N/N=C/c2cc(Br)ccc2O)[nH]n1 | -0.6% | 13 | 658 | -3%
COc1ccccc1C(CCNCc1ccc(N(C)C)cc1)c1ccc(OC(C)C)cc1 (stereo not given) | -0.2% | -2 | 819 | 3%
CC1(c2ccccc2Cl)NC(=O)N(CC(=O)NCc2ccc3c(c2)OCO3)C1=O (stereo not given) | 0.4% | -3 | 819 | -2%
COc1ccc(CNC(=O)CN(C(=O)CCC(=O)Nc2nccs2)c2cccc(C)c2)cc1 | 0.0% | -2 | 767 | -4%
Cc1nnc(SCC(=O)Nc2cc(C(N)=O)cc(C(N)=O)c2)n1-c1ccccc1 | 0.3% | 0 | 721 | 3%
CC(NC(=O)c1ccccc1C(=O)O)c1ccc(-n2ccnc2)cc1 (stereo not given) | 0.2% | 2 | 807 | 10%
OC(CNC1CCCC1)COc1ccc(Cl)cc1 (stereo not given) | 0.5% | 5 | 828 | 0%
O=C(NCCOc1ccccc1F)C1CCC(=O)N(CCc2cccc(F)c2)C1 (stereo not given) | 0.1% | 0 | 720 | -6%
CC(C(=O)O)N1c2cccc3cccc(c23)S1(=O)=O (stereo not given) | 0.3% | -5 | 847 | -4%
CCCCn1c(N)c(N(CCOC)C(=O)CSCc2c(C)noc2C)c(=O)[nH]c1=O | -0.1% | 4 | 856 | -2%
COc1cccc(NC(=O)CN(C)S(=O)(=O)c2ccc3c(c2)CCC(=O)N3)c1 | 4.2% | 32 | 725 | -6%
Cn1ccnc1C(OC(=O)c1ccccc1)C(F)(F)F (stereo not given) | 0.4% | 1 | 809 | -4%
CCc1ccc(NC(=O)C2CCCN(S(=O)(=O)c3ccc4[nH]c(=O)ccc4c3)C2)cc1 (stereo not given) | 0.5% | 24 | 799 | -4%
CCOC(=O)C1(Cc2cccc(Cl)c2)CCCN(C(=O)c2ccnn2C)C1 (stereo not given) | 0.1% | -15 | 829 | 0%
Cc1cc2c(cc1S(=O)(=O)Nc1c(C)cccc1C)n(C)c(=O)c(=O)n2C | -1.7% | 71* | 791* | -4%
CC(C)(C)NC(=O)C(OC(=O)c1ccco1)c1ccc(Cl)cc1 (stereo not given) | 0.4% | 6 | 828 | 3%
CSCC(=O)N1CCC(n2nccc2NC(=O)CCc2ccccc2)CC1 | 0.1% | 21 | 655 | 2%
CCOc1ccc(NC(=S)N2CCN(S(=O)(=O)c3ccc(C)cc3)CC2)cc1 | 1.7%[50 µM] | -1 | 841 | -2%
CC(C)C[C@H](NC(=O)[C@H](Cc1ccccc1)n1c(=O)[nH]c2ccccc2c1=O)C(=O)N1CCC[C@@H]1C(=O)O | 9.7% | -2 | 808 | -5%
CC(=O)c1ccc(NC(=S)NC(=O)Cc2ccc(Cl)cc2)cc1 | 0.0% | -2 | 760 | 15%
COC1CCCN(C(=O)c2ccc(OC3CCN(S(=O)(=O)N(C)C)CC3)cc2)C1 (stereo not given) | -0.1% | 7 | 616 | 0%

The final three compounds of the section above lead into the next:
SMILES | UTI89 phage lysis | Lipid droplet | Lipid droplet cells 6.5 µM | Siah-1 displacement
CC(C)C[C@H](NC(=O)[C@H](Cc1ccccc1)n1c(=O)[nH]c2ccccc2c1=O)C(=O)N1CCC[C@@H]1C(=O)O | 9.7% | -2 | 808 | -5%
CC(=O)c1ccc(NC(=S)NC(=O)Cc2ccc(Cl)cc2)cc1 | 0.0% | -2 | 760 | 15%
COC1CCCN(C(=O)c2ccc(OC3CCN(S(=O)(=O)N(C)C)CC3)cc2)C1 (stereo not given) | -0.1% | 7 | 616 | 0%
COc1cccc(/C=C2\CCCCC2=O)c1 | -0.1% | 1 | 787 | -1%
O=C(O)c1ccccc1NC(=O)C1C2C=CC(C2)C1C(=O)O (stereo not given) | 0.3% | 2 | 784 | 3%
CC1=CCC2C(=O)N(c3cccc(C(=O)NCc4ccccc4)c3)C(=O)C2C1 (stereo not given) | -0.4%[50 µM] | -14 | 785 | 30%
Cc1ccc(C(=O)COC(=O)CN2C(=O)C3C4CC(C(Br)C4Br)C3C2=O)cc1 (stereo not given) | 0.0% | 4 | 766 | 0%
CN1CCN(c2nc3ccccn3c(=O)c2C=O)CC1 | 0.1% | 14 | 824 | 13%
Cc1csc(NC(=O)c2ccccc2)n1 | -0.3% | -2 | 751 | 4%
CCN(CC)CCCN(Cc1cc2cc3c(cc2[nH]c1=O)OCO3)C(=S)NC | 0.0% | -6 | 820 | 11%
COC1=CC(=Cc2c(N)n3nc(CC(=O)N4CCCCC4)sc3nc2=O)C=C(OC)C1=O | 0.2% | -2 | 670 | -2%
COc1ccccc1CC(=O)NCCN1CCCCC1 | 0.4% | 9 | 850 | 2%
Cc1cc(C)cc(NCc2ccncc2)c1 | -0.2% | -2 | 797 | -5%
CCCC(=O)N1CCN(c2nnc(-c3ccccc3)c3ccccc23)CC1 | 0.7% | -7 | 820 | 11%
COc1ccc(CCN2C(=O)c3ccccc3NC2c2cc(Cl)c(O)c(OC)c2)cc1 (stereo not given) | 0.5% | 2 | 739 | -3%

Exported field by field: part of the list above
> Cc1csc(NC(=O)c2ccccc2)n1
  UTI89 phage lysis: -0.3%
  Lipid droplet: -2
  Lipid droplet cells 6.5 µM: 751
  Siah-1 displacement: 4%
> Cc1cc(C)cc(NCc2ccncc2)c1
  UTI89 phage lysis: -0.2%
  Lipid droplet: -2
  Lipid droplet cells 6.5 µM: 797
  Siah-1 displacement: -5%
> COc1cccc(/C=C2\CCCCC2=O)c1
  UTI89 phage lysis: -0.1%
  Lipid droplet: 1
  Lipid droplet cells 6.5 µM: 787
  Siah-1 displacement: -1%
> CCN(CC)CCCN(Cc1cc2cc3c(cc2[nH]c1=O)OCO3)C(=S)NC
  UTI89 phage lysis: 0.0%
  Lipid droplet: -6
  Lipid droplet cells 6.5 µM: 820
  Siah-1 displacement: 11%

(cont.)
SMILES | UTI89 phage lysis | Lipid droplet | Lipid droplet cells 6.5 µM | Siah-1 displacement
Cc1cc(C)cc(NC(=O)CSc2nc3ccccc3nc2N2CCCCC2)c1 | 7.6% | 36 | 765 | 2%
COc1cc(Cl)c(C)cc1NC(=O)CC1CCCC1 | 0.7% | -3 | 839 | 8%
CCN1CCN(c2nc3ccccn3c(=O)c2C=O)CC1 | 0.0% | 2 | 808 | -6%
CCN(CC(=O)Nc1ccccc1C(F)(F)F)C(=O)c1ccc(=O)n(Cc2ccccc2)n1 | 0.2% | -14 | 793 | 3%
O=C(NCCS(=O)(=O)N1CCN(c2ccccc2F)CC1)c1cccc(Br)c1 | 0.2% | 5 | 727 | 6%
Cc1cccc2[nH]c(CN(C)C(=O)C3CCC(=O)N(CCc4ccccc4)C3)nc12 (stereo not given) | -0.1% | -1 | 825 | -1%
O=C(c1ccccc1F)N1CCN(S(=O)(=O)c2ccc(Br)cc2)CC1 | 0.3% | -9 | 696 | 6%
CC1CCN(S(=O)(=O)c2ccc(C(=O)Nc3nnc(C4CC4)o3)cc2)CC1 | 0.3% | -2 | 828 | -1%
Cc1ccc2nc(Nc3ccc(F)cc3)c3nncn3c2c1 | -0.3% | 59* | 811* | 6%
c1ccc2c(c1)CN1CCCC1=N2 | 0.3% | -15 | 851 | -1%
Cc1cc(Cl)nc(NC(=O)Nc2cccc(Cl)c2)n1 | -0.1% | 2 | 729 | 1%
CC(=O)Oc1ccc(-c2nc3c(C)cccc3c(=O)o2)cc1 | -1.5% | 10 | 766 | 6%
COc1ccccc1N1C(=O)S/C(=C\c2ccc(C)s2)C1=O | 0.5% | 0 | 744 | 8%
CC(OC(=O)CCCC(=O)Nc1ccccc1)C(=O)c1ccccc1 (stereo not given) | 0.0% | 0 | 830 | 13%
COc1cc(/C=C/[N+](=O)[O-])ccc1OC(=O)c1cc2ccccc2oc1=O | 0.1% | 8 | 796 | 1%
Cc1ccc(S(=O)(=O)NC(C)(C)CN2CCNCC2)cc1 | -0.1% | -9 | 733 | -6%
CC1CCN(C(=O)CC(NC(=O)c2ccccc2Cl)c2ccccc2)CC1 (stereo not given) | 0.0%[50 µM] | -16 | 696 | -3%
COc1cccc(CC(=O)Nc2sc3c(c2C(N)=O)CCCC3)c1 | 0.1% | -1 | 766 | 4%
CC(=O)Nc1ccc(S(=O)(=O)N2CCC(NC(=O)C(Cc3cccc(F)c3)NC(C)=O)CC2)cc1 (stereo not given) | 0.7% | 1 | 783 | -2%
CCc1ccc(C(=O)NNC(=O)c2ccc3c(=O)n4c(nc3c2)CCC4)cc1 | 0.0% | -8 | 688 | 10%
CN(C(=O)c1ccco1)c1nc(-c2ccc(F)cc2)cs1 | 0.1% | 6 | 857 | -1%
CC(C)Cc1cc(CNC(=O)C2CCC(=O)N(CCc3cccc(F)c3)C2)on1 (stereo not given) | 0.5% | -1 | 743 | 0%
O=C(N/N=C/c1coc2ccccc2c1=O)c1cc(Br)c(O)c(Br)c1 | 0.1% | 1 | 809 | 10%
Cc1ccc(CN2CC(C(=O)NCCCSc3ccccc3)CC2=O)cc1 (stereo not given) | 1.6% | -18 | 687 | 4%
COc1ccc(NC(=O)COC(=O)C2CC(=O)N(c3ccc(OC(C)C)cc3)C2)cc1 (stereo not given) | -0.1% | 26 | 865 | 4%
CCOC(=O)C1(CCOC)CCN(Cc2cccc(OCc3ccccc3)c2)CC1 | 0.0% | -21 | 784 | 0%
COc1ccc(CCCNC(=O)C2CCC(=O)N(Cc3ccccc3F)C2)cc1 (stereo not given) | 0.4% | 6 | 694 | -2%
O=C(NCCNC(=O)c1cc(Cl)ccc1Cl)c1ccccn1 | 1.3% | -3 | 828 | 1%
CCCN1CCN(C(=O)c2ccc(CS(=O)c3ccc(Cl)cc3)o2)CC1 (stereo not given) | 0.4% | 10 | 754 | -5%
Cc1ccc(-c2nc(S(=O)(=O)c3ccc(C)cc3)c(N(C)C)o2)cc1 | 0.0% | -8 | 841 | 1%
